High-throughput results from PubChem BioAssay.
MRP1 act – H69AR viability gain despite doxorubicin, primary screen, MRP-1 activator project, H69AR cells, CellTiter-Glo | hit rate 0.61% among 140,000 | viability rescue | AID 799, 2007 | viability increase, % at 10 µM;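 active means viability gain under doxorubicin at or above a set limit, the compound median plus 3 SD, cut at about 4.7% in these data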;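 further: MRP-1 overexpressing cells given doxorubicin 25 µM after compound pretreatment; 18-22 h compound pretreatment then 72 h with doxorubicin before readout; 0% = doxorubicin-only wells and 100% = vehicle-treated cells without doxorubicin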
E-sel TNF inh – E-selectin induction blockers in HUVEC – imaging, immunofluorescence, high content, primary screen; HUVEC TNFa-induced E-selectin immunofluorescence; inhibition, % at 2 µM; hit rate 0.71% among 120,000; AID 1246, 2008;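 active means inhibition above the batch mean plus 3 SD, and confirmed as a hit on visual image review, cut at about 43% in these data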;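 further: 0% = TNF-stimulated DMSO wells and 100% = unstimulated control wells; not every result past the cut was called active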
HCT116 PTEN-null – growth suppression of PTEN-null HCT116, primary screen, cell-based, CellTiter-Glo; HCT116 PTEN-null viability, 60 h; stronger effect = lower value; viability, % at 10 µM; hit rate 1.2% among 140,000; AID 827, 2007;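 active means viability at or below a set limit, 4 SD under the median of all tested compounds, cut at about 3.7% in these data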;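 further: PTEN knockout HCT116 line with beta catenin targeted HCT116 as companion control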
Measles CPE – compounds protecting cells from measles virus cytopathic effect, primary screen, measles RdRp inhibitor project, single point, MLSMR library, absorbance | Measles virus-infected cells, CPE protection | protection (pct of control), % at 4 µM | hit rate 1.5% among 140,000 | AID 841, 2007; in the data active means protection mostly above about 24%, no sharp cut-off; inactive means mostly below about 26%; further: some compounds called inactive have numbers as strong as hits
Yeast growth inh – growth inhibitors of yeast BB579 in restrictive medium, primary screen, yeast lifespan-shortening project, S. cerevisiae. inhibition, % at 10 µM. AID 804, 2007. hit rate 0.51% among 140,000. OD615, 48 h;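 active means inhibition above a set limit, 3 SD over the mean compound inhibition, cut at about 44% in these data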; further: inactives centre near -24
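System: Saccharomyces cerevisiae DeaD strain BB579, replicative lifespan model yeast | Buffer or medium: Restrictive glucose-based CSMM-D medium | Times: 4 h preincubation and 48 h exposure at 30 °C | Detection: OD615 turbidity measurement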
GALR2 antag – GALR2 antagonists in receptor-expressing cells, primary screen; Galanin receptor type 2 (Homo sapiens), O43603; hit rate 0.39% among 140,000; antagonist mode; inhibition, % at 4 µM; in the data active means inhibition above about 27%;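 further: cells stimulated with galanin 1-16 at roughly its EC80; 0% = agonist challenge control and 100% = basal control without agonist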
Target sequence (O43603 whole entry, looked up): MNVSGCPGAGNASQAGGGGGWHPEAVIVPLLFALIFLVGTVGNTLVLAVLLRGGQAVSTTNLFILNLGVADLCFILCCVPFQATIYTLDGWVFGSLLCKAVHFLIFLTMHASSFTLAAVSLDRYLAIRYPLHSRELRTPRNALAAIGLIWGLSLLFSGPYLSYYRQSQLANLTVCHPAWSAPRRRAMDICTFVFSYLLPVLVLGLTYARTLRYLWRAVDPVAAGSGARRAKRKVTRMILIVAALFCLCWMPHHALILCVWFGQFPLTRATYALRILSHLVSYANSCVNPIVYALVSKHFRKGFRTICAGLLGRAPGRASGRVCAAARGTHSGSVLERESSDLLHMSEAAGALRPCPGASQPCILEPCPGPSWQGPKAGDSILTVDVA
Phagocytosis inh – inhibitors of macrophage phagocytosis, primary screen, imaging, J774A.1 cells, IgG beads. inhibition, % at 5 µM. J774A.1 macrophage IgG-bead phagocytosis. hit rate 0.07% among 110,000;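 active means inhibition above the mean of the plate negative controls plus 5 SD, cut at about 13% in these data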;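 further: phagocytic index as fraction of beads internalized from green versus red external bead signal; plate controls were DMSO negative control for no effect and cytochalasin-D positive control for full effect; some results beyond the cut were filed as inactive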
bCat KO growth – primary screen for growth suppressors in beta-catenin knockout HCT116 cells (colon tumor, human). HCT116 beta-catenin knockout viability, CellTiter-Glo, 60 h; stronger effect = lower value. viability, % at 10 µM. hit rate 1.5% among 140,000. AID 818, 2007;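 active means viability at or under a set limit, the compound median less 4 SD, cut at about 6% in these data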;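 further: 0% = Hyamine 1622 control at 20 µM and 100% = untreated cell control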
Yeast lifespan up – compounds extending yeast replicative lifespan, primary screen, S. cerevisiae, OD615. S. cerevisiae growth with nicotinamide; deaD strain in restrictive glucose medium. hit rate 0.68% among 130,000. inhibition of the nicotinamide effect, % at 10 µM;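 active means inhibition above a set limit, placed 3 SD over the median of all compounds, cut at about 26% in these data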;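 further: 0% = nicotinamide-treated wells and 100% = cells grown without nicotinamide; some compounds called inactive have numbers as strong as hits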
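Test system: DeaD-strain S. cerevisiae / Buffer or medium: restrictive glucose medium / Also added: nicotinamide 1.5 mM / Doses: one concentration, 10 µM, DMSO 0.25% / Schedule: 48 h at 30 °C / Signal: OD615 measurement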
NPY-Y2 antag – NPY-Y2 receptor antagonists, primary screen, cell-based. Neuropeptide Y receptor type 2 (Homo sapiens), P49146. NPY-Y2 expressing cells, antagonist mode. inhibition, % at 2.7 µM. hit rate 0.99% among 140,000. AID 793, 2007; in the data active means inhibition above about 17%;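 further: 0% = vehicle with agonist challenge and 100% = reference antagonist with challenge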
Target sequence (P49146 whole entry, looked up): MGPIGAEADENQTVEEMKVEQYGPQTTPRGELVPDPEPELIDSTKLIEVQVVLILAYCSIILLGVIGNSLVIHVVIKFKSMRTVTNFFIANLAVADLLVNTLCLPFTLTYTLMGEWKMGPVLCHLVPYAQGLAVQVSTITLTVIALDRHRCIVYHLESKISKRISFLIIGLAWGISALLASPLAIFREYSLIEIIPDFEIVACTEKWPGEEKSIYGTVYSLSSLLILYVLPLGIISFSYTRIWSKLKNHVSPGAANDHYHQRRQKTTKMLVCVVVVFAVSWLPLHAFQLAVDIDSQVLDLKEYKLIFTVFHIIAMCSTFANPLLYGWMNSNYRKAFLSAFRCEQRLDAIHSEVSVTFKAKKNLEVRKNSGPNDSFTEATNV
The depositor's hits bear a star; x = not tested or not shown; + = active, no number; & = joins results of further samples; [ ] = another dose, or the depositor's remark.

Start of the data: the first 2 records, to show the layout:
Values run as follows: Yeast lifespan up | E-sel TNF inh | Phagocytosis inh | Yeast growth inh | bCat KO growth | MRP1 act | GALR2 antag | Measles CPE | NPY-Y2 antag | HCT116 PTEN-null
CCC(C)N1C(=O)NC(=O)C2(Cc3cc(C)ccc3N(C)C2)C1=O (stereo unspecified)
→ -5 | x | 0 | -30 | 98 | -2.4 | 6 | 34 | 2 | 101
CCCCn1c(=O)c(C(=O)Nc2ccsc2C(=O)OC)c(O)c2ccccc21
→ 5 | x | -8 | -48 | 3.2* | -5.5 | 0 | 10 | 1 | 3.1*

Main list, repeating the preview:
Values run as follows: Yeast lifespan up | E-sel TNF inh | Phagocytosis inh | Yeast growth inh | bCat KO growth | MRP1 act | GALR2 antag | Measles CPE | NPY-Y2 antag | HCT116 PTEN-null
CCC(C)N1C(=O)NC(=O)C2(Cc3cc(C)ccc3N(C)C2)C1=O (stereo unspecified)
→ -5 | x | 0 | -30 | 98 | -2.4 | 6 | 34 | 2 | 101
CCCCn1c(=O)c(C(=O)Nc2ccsc2C(=O)OC)c(O)c2ccccc21
→ 5 | x | -8 | -48 | 3.2* | -5.5 | 0 | 10 | 1 | 3.1*
Cc1ccc2cccc(OC(=O)N3CCCC3)c2n1
→ -7 | -4 | -2 | -29 | 100 | -0.9 | -7 | 5 | 1 | 99
CCC(C)N1C(=O)/C(=C\c2cc3c4c(c2)CCCN4CCC3)C(=O)NC1=S (stereo unspecified)
→ 30* | -19 | x | -36 | 83 | -3.4 | 2 | 6 | 4 | 89
COc1ccc(-n2c(O)c(C=NCCCn3ccnc3)c(=O)[nH]c2=O)cc1
→ -1 | -5 | -1 | -37 | 87 | -0.5 | -7 | 8 | 1 | 105
CCN(CC)c1ccc(CN2CC=C(c3ccc(F)cc3)CC2)cc1
→ -2 | -13 | 0 | -18 | 74 | -0.9 | 2 | 9 | 9 | 71
Cc1ccc2nc(-c3ccncc3)cc(C(=O)N3CCC4(CC3)OCCO4)c2c1
→ -12 | -3 | 0 | -19 | 106 | -0.7 | 24 | 6 | 4 | 99
O=C(N/N=C/c1c(O)n(Cc2ccccc2)c(=O)[nH]c1=O)c1ccccc1O
→ -2 | x | -10 | -13 | 96 | 1.2 | 10 | 10 | 3 | 88
CCN(CC)c1ccc(CC2C(=O)N(C)C(=O)N(C)C2=O)cc1
→ -4 | -37 | -11 | -16 | 99 | -0.1 | -2 | 4 | 2 | 98
CCCCOc1ccc(CN2CCN(CCO)CC2)cc1
→ -6 | -9 | -1 | -13 | 101 | 0.2 | -1 | 11 | 3 | 100
CCCCn1c(O)c(C(C)=NC(Cc2c[nH]c3ccccc23)C(=O)OC)c(=O)[nH]c1=O (stereo unspecified)
→ -15 | -1 | -1 | -78 | 82 | -1.3 | 9 | 15 | 2 | 100
Cn1ccnc1P(=S)(c1nccn1C)c1nccn1C
→ -16 | 1 | 0 | -7 | 91 | -1.2 | -3 | 6 | 2 | 94
O=C(Nc1ccc(Cl)cc1C(=O)c1ccccc1)c1ccco1
→ -22 | -4 | x | 6 | 99 | -3.2 | -4 | 5 | 10 | 97
Cc1ccc(-n2c(O)c(C=NCCN(C)C)c(=O)[nH]c2=O)cc1
→ 8 | 8 | -2 | -72 | 92 | -1.1 | -5 | 8 | 0 | 99
O=c1[nH]c(=O)n(CCC2=CCCCC2)c(O)c1C=NCCN1CCNCC1
→ -2 | x | -1 | -46 | 86 | -2.4 | -20 | 35* | 0 | 96
O=C1NC(c2cccnc2)Nc2sc3c(c21)CCCC3 (stereo unspecified)
→ x | -4 | x | -15 | 100 | -0.7 | 8 | 5 | 0 | 96
N#CCN1CCN(c2ccc(C(F)(F)F)cc2)CC1
→ -2 | x | -2 | -26 | 99 | 2.5 | 3 | 18 | 1 | 100
CC(C)(C)c1ccc(O)c(CN2CCN(c3ccccc3)CC2)c1
→ 4 | x | -1 | -28 | 74 | -1.3 | -6 | 7 | 4 | 79
Cn1c(=O)cc(OCC(=O)N2CCN(C3CCCCC3)CC2)c2ccccc21
→ -7 | x | 0 | -82 | 84 | -2.2 | 1 | 8 | 2 | 85
COC(=O)CSC1=NP(=S)(SCC(=O)OC)N2CCCC2=C1C#N (stereo unspecified)
→ -13 | 6 | -1 | -32 | 86 | -2.2 | 20 | 16 | 1 | 91
CCCC(C)C1(CC)C(=O)NC(=Nc2ccccc2OC)NC1=O (stereo unspecified)
→ -4 | -19 | -1 | -26 | 93 | -0.8 | 9 | 4 | -2 | 100
O=C(C1CCC(=O)N1Cc1ccc(F)cc1)N1CCC2(CC1)OCCO2 (stereo unspecified)
→ -8 | 23 | -2 | -37 | 89 | -2.2 | -24 | 5 | 1 | 99
CN1CCN(c2nc3ccccn3c(=O)c2C=C2C(=O)N(C)C(=O)N(C)C2=O)CC1
→ 11 | x | x | -14 | 101 | 0.6 | -1 | 7 | -1 | 92
O=C1NC(=O)N(CCC2=CCCCC2)C(=O)/C1=C\c1cccs1
→ 63* | -65 | x | 2 | 86 | -0.9 | -5 | 3 | 4 | 97
CC12CN3CC(C)(CN(C1)C31CCSCC1)C2=O
→ -2 | -12 | x | -62 | 107 | 0.9 | -4 | 6 | 3 | 114
CC(=NCC1CCCO1)c1c(O)n(C)c(=O)n(C)c1=O (stereo unspecified)
→ -5 | 10 | 0 | -40 | 99 | -0.2 | -10 | 3 | -1 | 90
Cc1nn(Cc2ccccc2)c(C)c1C(=O)NC1CCCc2ccccc21 (stereo unspecified)
→ 0 | 7 | -6 | -12 | 99 | 0.5 | 10 | 21 | 4 | 96
COP(=O)(CC(=O)O)c1ccccc1 (stereo unspecified)
→ 0 | 9 | 0 | -37 | 106 | 1.7 | -3 | 7 | 0 | 106
O=c1[nH]c2ccccc2o1
→ -1 | x | x | -3 | 92 | -0.6 | -14 | 45* | 2 | 105
C[C@@H]1C(=O)O[C@@H]2[C@H](O)C34[C@@H]5OC(=O)C3(O[C@H]3OC(=O)[C@H](O)C34[C@H](C(C)(C)C)[C@H]5O)[C@@]12O (stereo partly specified)
→ -4 | x | x | 6 | 98 | -0.9 | 2 | 20* | 2 | 102

(cont.)
Values run as follows: Yeast lifespan up | E-sel TNF inh | Phagocytosis inh | Yeast growth inh | bCat KO growth | MRP1 act | GALR2 antag | Measles CPE | NPY-Y2 antag | HCT116 PTEN-null
CCC(=O)Nc1ccc(N2CCN(CC)CC2)c(Cl)c1
→ -12 | -7 | x | 9 | 98 | -0.5 | -4 | 9 | 4 | 108
CC12CN3CN(C1)CC(c1ccccc1)(C3)C2=O
→ x | -23 | x | -29 | 91 | 0.9 | -5 | 6 | 2 | 95
CNC(C(=O)c1ccccc1)C(OC(C)C)c1ccc(Cl)cc1 (stereo unspecified)
→ -3 | 22 | x | -39 | 75 | -4.2 | 7 | 8 | 4 | 87
CCCCC1C(=O)NC(=S)NC1=O
→ 1 | x | -8 | -38 | 95 | -1.0 | 9 | 7 | 4 | 98
N#CCCn1cc(C(=O)Nc2ccc([N+](=O)[O-])cc2)c(-c2ccc3c(c2)OCCO3)n1
→ -4 | x | -6 | -33 | 85 | 0.4 | 1 | 10 | -1 | 87
CNC(=O)Oc1ccc2c(c1)C(=O)c1ccccc1CO2
→ -9 | -7 | 0 | 3 | 88 | -1.1 | -10 | 7 | 1 | 88
O=C(NCc1cccnc1)NC1CCCCC1
→ 5 | -2 | 0 | -37 | 94 | -1.6 | -5 | 7 | 1 | 100
Cc1nonc1OCCNc1ccc([N+](=O)[O-])c2cccnc12
→ -3 | x | -1 | -12 | 80 | -0.5 | -9 | 18 | 1 | 74
Cc1cc(N2CCCCC2)ccc1C=C1C(=O)N(C)C(=S)N(C)C1=O
→ 13 | -9 | -2 | 17 | 90 | -4.6 | 2 | 8 | 1 | 95
CCOCCCn1c(N)c(C(=O)Nc2sc3c(c2C(=O)OC)CCCC3)c2nc3ccccc3nc21
→ -13 | x | 1 | -13 | 48 | -3.3 | 3 | 3 | -1 | 29
CCCNC(=O)c1c(N)n(Cc2ccc3c(c2)OCO3)c2nc3ccccc3nc12
→ -15 | -10 | x | -12 | 80 | -6.4 | -25 | 17 | 2 | 72
Cc1ccccc1N1C(=O)CC(=O)NC1=O
→ -18 | -15 | 0 | 7 | 101 | 1.4 | -10 | 1 | -5 | 83
CCOC(=O)C1=C(C)OC(N)=C(C(=O)OCC)C12C(=O)Nc1ccc(Br)cc12 (stereo unspecified)
→ -7 | -26 | 0 | -5 | 93 | -2.6 | 2 | 12 | -2 | 97
CCN1C(=O)C(=C/C=C/c2ccco2)C(=O)N(CC)C1=S
→ 34* | x | -8 | -30 | 67 | -1.2 | 12 | 2 | 2 | 83
CCOC(=O)C1=C(N)Oc2cc(C)oc(=O)c2C12C(=O)N1c3c(cccc32)C(C)CC1(C)C (stereo unspecified)
→ -5 | -5 | -2 | -65 | 88 | -0.4 | 0 | 10 | 1 | 104
O=C1NC(=O)C(CCc2ccncc2)(C2CCCCC2)C(=O)N1
→ -9 | x | -1 | 5 | 108 | -0.7 | -7 | 22 | 4 | 113
Cn1c[n+](C)cc1C(O)c1ccccc1 (stereo unspecified)
→ -8&-6 | 24&5 | -1 | -16&-29 | 120&94 | 0.5&0.2 | -6&3 | 6&6 | -1&2 | 99&100
O=C(NC(Cc1ccccc1)C(=O)N1CCC2(CC1)OCCO2)C1CCCCC1 (stereo unspecified)
→ -6 | x | x | -37 | 102 | 0.5 | 2 | 18 | 4 | 108
CCN1/C(=C\C=C\C2=[N+](CC)c3ccccc3C2(C)C)C(C)(C)c2ccccc21
→ 22 | -1 | +[artifact] | -16 | 1.1* | -5.3 | -9 | 3 | + | 1.1*
COC(=O)CC1=C(C(=O)OC)C2(C(=O)N(C)c3ccccc32)C(C#N)=C(N)O1 (stereo unspecified)
→ 7 | -21 | 0 | -42 | 96 | -1.0 | 5 | 23 | 5 | 96
CCC(=O)c1cc(F)c(N2CCN(CC)CC2)cc1C
→ -3 | -5 | -1 | -8 | 98 | -0.5 | -3 | 14 | 1 | 105
COC(=O)[C@@H]1[C@@H](C(=O)OC)C2(c3ccccc3-c3ccccc32)N(c2ccc(Cl)cc2)N1C#N
→ x | 12 | x | -32 | 0.8* | -8.7 | 6 | 3 | 8 | 1.2*
CCCCn1c(O)c(C(CC)=NCc2ccco2)c(=O)[nH]c1=O
→ -11 | 3 | 0 | 0 | 94 | -0.5 | 2 | 4 | 2 | 100
O=P(NS(=O)(=O)c1ccc(Br)cc1)(Oc1ccccc1)Oc1ccccc1
→ -3 | 0 | 0 | -83 | 92 | -0.1 | -3 | 8 | 6 | 109
COC(=O)C(C)Oc1cc(C)cc2oc(=O)c3c(c12)CCCC3 (stereo unspecified)
→ -7 | 2 | -1 | -50 | 93 | -1.1 | -4 | 7 | 9 | 75

Not all compounds are listed; count on the stated rates, not on these rows.
